High-throughput results deposited in PubChem by National Center for Advancing Translational Sciences (NCATS).
TRb-SRC2 inh = inhibitors of human thyroid hormone receptor beta-SRC2 interaction | 280,000 compounds, 0.065% hits | Potency, µM (doses to about 106 µM), inactives show top-dose activity change, negative = inhibition, actives largely listed as inhibitors | TRbeta-SRC2 peptide binding, fluorescence polarization; receptor liganded with 1 µM T3 | P10828;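 further: plate controls were bound peptide for no effect and peptide without receptor for full effect; nearly all actives have a fitted effect of over 50% in size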
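Human TRb LBD (0.6 uM) plus Texas Red-labeled SRC2 peptide (20 nM), 1uM T3, 5% DMSO, 5 hr at ambient temperature. Decreased polarization (555/632 nm) flags inhibition; data normalized to free and bound peptide controls.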
L3MBTL1 inh = L3MBTL1 (human) inhibition; 230,000 compounds, 0.66% hits; Q9Y468; AID 485360; Potency, µM (highest dose often 57.1 µM), for the others: top-dose activity, negative = inhibition, hits mostly inhibitors; AlphaScreen L3MBTL1–H3K9me1 peptide binding; further: nearly all actives have a fitted effect of over 60% in size
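L3MBTL1 (50 nM) pre-complexed 30 min with biotinylated H3(1-15)K9me1 peptide (75 nM), then compounds added for 30 min at room temperature; AlphaScreen streptavidin donor/nickel chelate acceptor beads (10 ug/mL final) read after 30 min dark incubation.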
TexasRed fluor = Texas Red fluorescence interference in TRb-SRC2 counter-screen; TRb/SRC2 Texas Red total fluorescence interference; Potency, µM (highest dose often 106 µM), without a hit: top-dose fluorescence change, negative = quenching; 280,000 compounds, 0.29% hits; AID 1479; active means well fitted curve in either direction with a large enough effect; inconclusive means small, poorly fitted or top-dose-only effect
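Flags fluorescent or light-absorbing compounds by total fluorescence, S + 2P, at 555 nm excitation and 632 nm emission. Mixture: 20 nM Texas Red SRC2 peptide, 0.6 uM human TRb LBD, 1 uM T3, 5% DMSO; compound exposure 5 h at ambient temperature.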
RGS12 GoLoco inh = RGS12 GoLoco-Gai1 interaction inhibition; Potency, µM (highest dose often 61.6 µM), without a hit: at the top dose activity, negative = inhibition, usual class: inhibitors; 230,000 compounds, 0.44% hits; P63096; Gai1:RGS12 GoLoco peptide FP, rhodamine, 10 min; active means well fitted inhibition curve with a large enough effect, not every such curve was filed as active; inactive means no such curve, though single readings can be large or run the other way; further: nearly all actives have a fitted effect of over 30% in size; many of its hits are not listed in these tables
Target sequence (P63096 whole entry, looked up): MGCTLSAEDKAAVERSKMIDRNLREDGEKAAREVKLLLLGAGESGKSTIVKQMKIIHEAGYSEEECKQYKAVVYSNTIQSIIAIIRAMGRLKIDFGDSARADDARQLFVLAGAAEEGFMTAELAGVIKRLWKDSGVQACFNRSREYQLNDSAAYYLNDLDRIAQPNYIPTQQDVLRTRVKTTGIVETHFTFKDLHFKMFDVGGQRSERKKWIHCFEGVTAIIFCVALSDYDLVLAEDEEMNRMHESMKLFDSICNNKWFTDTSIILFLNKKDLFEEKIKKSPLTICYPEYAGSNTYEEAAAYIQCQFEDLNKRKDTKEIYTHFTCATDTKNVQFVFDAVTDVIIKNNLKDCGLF
GAA inh = blocks human lysosomal alpha-glucosidase; Potency, µM (highest dose often 76.9 µM), inactives show at the top dose activity change, negative = inhibition, hits mostly inhibitors; purified human GAA, 4-MU-alpha-glucoside fluorescence; 200,000 compounds, 0.005% hits; AID 1466;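 further: plate controls were uninhibited enzyme wells for no effect and no-enzyme background for full effect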
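Endpoint fluorogenic read: 20 min room-temperature reaction of 4 nM human alpha-glucosidase with 400 uM 4-methylumbelliferyl-alpha-D-pyranoside, pH 5.0, quenched with 1M NaOH/1M glycine pH 10. AC50 from Hill modeling.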
GAA glycogen mod = GAA glycogen-cleavage inhibition or activation; P10253; recombinant GAA, glycogen substrate, Amplex Red glucose oxidase fluorescence; Potency, µM (series often up to 76.4 µM), for inactives: at the top dose activity change, negative = inhibition, actives largely listed as inhibitors; 300,000 compounds, 0.38% hits;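 further: 0% = full enzyme reaction and -100% = no-enzyme basal signal; the screen sought inhibitors and activators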
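qHTS, 1536-well; enzyme 4 nM final; cpd up to 77 uM; substrate bovine liver glycogen 30 ug; 50 mM citrate/phosphate pH 5.0, 0.01% Tween-20; 37 C, 40 min; Amplex Red detection 45 min RT; Hill fit → AC50.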
aGlu spleen mod = lysosomal alpha-glucosidase (human) modulation. human spleen homogenate, 4-MU-alpha-glucoside fluorescence. Potency, µM (top dose mostly 79.9 µM), for inactives: top-dose activity change, negative = inhibition, actives largely listed as inhibitors. 240,000 compounds, 0.006% hits. AID 2112;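 further: 0% = enzyme with vehicle and -100% = no enzyme basal signal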
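Enzyme source: human spleen homogenate, 1 ug/well. Buffer 50 mM citric acid/K phosphate pH 5.0, 0.01% Tween-20. 4-MU-alpha-glucoside 1 mM; 37 C x 40 min; NaOH/glycine stop; fluorescence.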
RECQ1 helicase = RECQ1 (human) helicase inhibition; Potency, µM (top dose mostly 57.3 µM), inactives show at the top dose activity, negative = inhibition, usual class: inhibitors; 240,000 compounds, 0.54% hits; RECQ1 DNA unwinding, red fluorescence kinetic read;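 further: plate controls were vehicle for no effect and no enzyme for full effect; nearly all actives have a fitted effect of over 30% in size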
Target sequence (P46063 whole entry, looked up): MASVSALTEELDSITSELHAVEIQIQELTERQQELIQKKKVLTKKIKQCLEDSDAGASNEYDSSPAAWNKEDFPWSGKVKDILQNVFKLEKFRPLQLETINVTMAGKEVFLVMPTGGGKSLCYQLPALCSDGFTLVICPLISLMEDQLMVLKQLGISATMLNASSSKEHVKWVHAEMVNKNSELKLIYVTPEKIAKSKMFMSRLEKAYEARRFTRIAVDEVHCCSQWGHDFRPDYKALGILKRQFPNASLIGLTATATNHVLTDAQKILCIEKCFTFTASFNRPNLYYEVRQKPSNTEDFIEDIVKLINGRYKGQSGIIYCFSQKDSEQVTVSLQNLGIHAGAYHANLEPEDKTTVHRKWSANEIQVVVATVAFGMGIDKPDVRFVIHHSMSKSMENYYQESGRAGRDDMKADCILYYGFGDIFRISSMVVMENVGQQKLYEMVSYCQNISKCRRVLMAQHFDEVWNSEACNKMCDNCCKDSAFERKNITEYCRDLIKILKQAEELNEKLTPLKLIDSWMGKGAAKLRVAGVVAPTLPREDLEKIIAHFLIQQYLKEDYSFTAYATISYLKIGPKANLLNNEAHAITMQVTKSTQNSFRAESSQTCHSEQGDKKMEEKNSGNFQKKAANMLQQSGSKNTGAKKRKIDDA
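50 nM RECQ1T1 preincubated 15 min with compound in Tris pH 8.0 buffer with MgCl2, DTT, Tween-20 and 2.5 ug/ml poly(dI-dC); started with 200 nM TAMRA/BHQ-2 forked duplex and 2 mM ATP. Unwinding read as fluorescence (525/598 nm), two reads 2 h apart.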
An asterisk follows results filed as active; i = inactive; u = inconclusive; x = no result given; [ ] = another dose, or the depositor's remark. Unless noted, the call rests on the fitted dose curve; in most records, active means well fitted curve in the direction sought with a large enough effect; inconclusive means small, poorly fitted or top-dose-only effect, or another doubt; inactive means no such curve, though single readings can be large; an effect the other way counts as inactive or inconclusive. Unless noted, on the % scale 0 is the no-effect control and ±100 the full control effect; potency means the concentration at half of the fitted maximal effect. An excerpt; rates above refer to the full screens.

SMILES	TRb-SRC2 inh	L3MBTL1 inh	TexasRed fluor	RGS12 GoLoco inh	GAA inh	GAA glycogen mod	aGlu spleen mod	RECQ1 helicase
Cc1c(Cl)cccc1NC(=S)N=Nc1c(O)n(CN2CCOCC2)c2ccccc12	0.0%	-24.3%	0.6%	10.0%	-10.6%	2.8%	-9.6%	-1.2%
CCc1cccc(C)c1NC(=O)Nc1ccc2c(c1)OCO2	-3.9%	0.7%	-1.4%	7.3%	-1.8%	-12.0%	-0.8%	-4.8%
Cc1ccc(S(=O)(=O)c2nc(S(C)(=O)=O)sc2NCC2CCCO2)cc1 (stereo unspecified)	0.2%	1.7%	-2.6%	-6.5%	-3.2%	-2.1%	-2.3%	i
O=C(NNc1ncc(C(F)(F)F)cc1Cl)c1c(Cl)cccc1Cl	-8.6%	-1.3%	-2.0%	14.2%	-2.4%	-27.0%	-3.9%	-11.4%
COC(=O)C1=C(NC(=O)c2ccc(Br)cc2)CCS1	-4.4%	3.2%	-0.3%	7.2%	0.6%	2.5%	x	i
CCCCCSc1nnc(N)s1	-2.4%	x	-2.1%	-7.2%	x	4.3%	-3.9%	-9.3%
COCc1cc(C)nc2sc(C(=O)NCCO)c(-n3cccc3)c12	-0.7%	x	-2.6%	2.7%	-8.8%	-4.7%	-1.7%	-15.9%
COC(=O)c1cc2c(ccn2C)n1C	2.2%[53 µM]	-16.8%	-0.6%[53 µM]	17.1%	u	1.5%	-1.1%	3.9%
Cc1cc(NC(=O)CN2C(=O)C3CC=CCC3C2=O)no1 (stereo unspecified)	4.9%	x	0.6%	6.5%	1.0%	7.9%	5.8%	-8.6%
O=C(NCc1ccc(Cl)cc1)c1ccccc1Oc1ccccc1	-5.7%	123.9%[activator]	-10.3%	19.3%	u	2.0%	-1.6%	-1.7%
CCn1cc(Cl)c(C(=O)Nc2ccc3c(c2)OCCO3)n1	2.6%	u	-0.7%	-13.0%	4.5%	-2.9%	6.2%	-5.4%
COc1ccc(/C(C)=N/NC(=O)c2ccc(CSc3cccc4cccnc34)cc2)cc1OC	4.4%	-13.3%	0.2%	-1.7%	-7.4%	-19.4%	3.6%	8.5%
C=CCNc1nc(C2(C)CC3(CC(C)(C)OC3=O)C(=O)O2)cs1 (stereo unspecified)	8.1%	0.4%	-1.2%	-3.8%	-1.0%	-2.0%	4.6%	-2.1%
Cc1cc(NC(=O)COC(=O)c2oc3c(Cl)cccc3c2C)no1	-4.5%	8.4%	-2.0%	-17.0%	u	1.1%	-0.9%	-11.1%
COc1cccc(Cc2n[nH]c(=S)n2Cc2ccco2)c1	-0.5%	-2.8%	-2.7%	9.7%	x	-4.5%	-3.6%	-4.4%
CCOC(=O)C1CCN(CCC(=O)Nc2cccc(Cl)c2)CC1	-11.1%	5.5%	-0.2%	1.9%	-5.1%	-4.2%	-0.5%	-17.8%
Cn1c(C2=C(O)CN(c3ccccc3)C2=N)nc2ccccc21	3.7%	x	-0.6%	0.1%	7.3%	5.0%	-2.5%	i
CCc1nnc(NC(=O)CCC(=O)N2CCN(C3c4ccccc4-c4ccccc43)CC2)s1	-4.1%[53 µM]	-12.7%	-2.5%[53 µM]	-8.4%	3.4%	3.7%	2.1%	-2.6%
O=C(NCCCN1CCOCC1)c1ccc(Br)s1	-21.5%	u	0.1%	-7.4%	2.7%	8.3%	-12.5%	-7.9%
COC(=O)/C=C\CCc1coc(/C=C\CNC(=O)OC)n1	-3.2%[11.2 µM]	x	-2.8%[11.2 µM]	x	x	x	-10.8%[17.4 µM]	4.7%[11.5 µM]
Cc1nn(Cc2ccc(F)cc2)c(C)c1NC(=O)c1nn(C)cc1Cl	1.7%	-1.1%	-5.4%	-0.9%	4.0%	1.4%	-8.1%	-2.9%
COc1ccc(OCc2cccc(C(=O)Nc3ccc(CN4CCCCC4)cc3)c2)cc1	1.5%	-0.3%	0.8%	5.6%	-9.9%	-9.5%	3.0%	-13.4%
CCOC(=O)Cc1csc(NC(=O)CSc2ncnc3c2cnn3-c2ccccc2Cl)n1	-5.5%	-3.1%	-3.0%	5.3%	3.1%	-6.1%	-0.9%	-5.6%
COC(=O)CN1C(=O)C(O)(CC(=O)c2ccccc2)c2ccccc21 (stereo unspecified)	3.2%	x	0.4%	-12.6%	2.8%	-1.5%	-5.4%	13.1%
Nc1ccc(OCc2ccccc2)cc1	4.3%	u	-5.7%	4.0%	1.8%	u	-5.2%	i

Five compounds out of the list, ordered by length of the SMILES, ascending.
SMILES	TRb-SRC2 inh	L3MBTL1 inh	TexasRed fluor	RGS12 GoLoco inh	GAA inh	GAA glycogen mod	aGlu spleen mod	RECQ1 helicase
CCc1cccc(C)c1NC(=O)Nc1ccc2c(c1)OCO2	-3.9%	0.7%	-1.4%	7.3%	-1.8%	-12.0%	-0.8%	-4.8%
COC(=O)/C=C\CCc1coc(/C=C\CNC(=O)OC)n1	-3.2%[11.2 µM]	x	-2.8%[11.2 µM]	x	x	x	-10.8%[17.4 µM]	4.7%[11.5 µM]
COCc1cc(C)nc2sc(C(=O)NCCO)c(-n3cccc3)c12	-0.7%	x	-2.6%	2.7%	-8.8%	-4.7%	-1.7%	-15.9%
COC(=O)CN1C(=O)C(O)(CC(=O)c2ccccc2)c2ccccc21 (stereo unspecified)	3.2%	x	0.4%	-12.6%	2.8%	-1.5%	-5.4%	13.1%
Cc1ccc(S(=O)(=O)c2nc(S(C)(=O)=O)sc2NCC2CCCO2)cc1 (stereo unspecified)	0.2%	1.7%	-2.6%	-6.5%	-3.2%	-2.1%	-2.3%	i

Remaining list, next part.
SMILES	TRb-SRC2 inh	L3MBTL1 inh	TexasRed fluor	RGS12 GoLoco inh	GAA inh	GAA glycogen mod	aGlu spleen mod	RECQ1 helicase
CCOC(=O)c1c(C)[nH]c(C(=O)COC(=O)CCC(=O)c2ccc3c(c2)OCCO3)c1C	12.4%	-6.4%	-1.1%	9.1%	-9.8%	4.6%	-4.3%	-11.1%
CS(=O)(=O)CCC(C(=O)OCc1ccc(Cl)cc1)N1C(=O)c2ccccc2C1=O (stereo unspecified)	10.7%	-1.8%	-0.8%	-15.2%	-0.7%	-2.2%	6.3%	-3.7%
CCN(CC)CCOc1c(Br)ccc2c1sc1nc3n(c(=O)c12)CCC3	-14.4%	-0.4%	-1.7%	-3.4%	-8.7%	-6.4%	1.8%	u
CC(=O)OC1c2ccccc2C(=O)N1c1ccccc1C (stereo unspecified)	-6.0%	2.4%	0.6%	8.4%	9.3%	3.8%	-3.3%	0.1%
Cc1nc2ccc(S(=O)(=O)N(C)CC(=O)NCc3ccc4c(c3)OCO4)cc2s1	6.0%	-8.9%	1.1%	0.6%	-3.6%	-0.8%	0.9%	-3.9%
OCC1OC(c2ccc3c(c2)OCO3)C=CC1Oc1ccc(C2CCCC2)cc1 (stereo unspecified)	-2.0%[11.2 µM]	x	-2.3%[11.2 µM]	x	x	x	-2.8%[17.4 µM]	-3.2%[11.5 µM]
COCCNC(=O)CCc1nnc(Cc2ccc(-c3ccccc3)cc2)o1	-0.7%	4.4%	-0.9%	12.9%	3.7%	11.9%	-3.4%	-7.6%
O=S(=O)(c1ccc(-c2cc(C(F)(F)F)on2)s1)N1CCCC1	-4.5%	69.0%[activator]	-3.6%	-6.7%	x	2.0%	0.1%	-4.1%
NC1=NC(=O)C(CC(=O)c2ccc(Cl)cc2)S1 (stereo unspecified)	10.7%	-2.0%	0.8%	2.5%	0.8%	9.0%	-7.8%	-1.9%
CCCCn1c(-c2ccccc2)nnc1-c1ccccc1	-4.0%	x	-2.6%	0.0%	-5.7%	-27.2%	-0.1%	8.6%
C/C(N)=C(/C#N)C(=O)COC(=O)CCC1CCCC1	11.9%	x	-1.0%	0.6%	-5.8%	5.9%	2.3%	5.2%
CCCCC(=O)Nc1ccc(C(=O)NCC(=O)OC)cc1	3.4%	-5.0%	-1.0%	-2.0%	-0.3%	0.2%	-1.9%	-13.3%
O=C(NC1CC1)C1=C[C@@H](c2csc3ccccc23)C[C@@H](OCCCCO)O1	7.2%	x	-0.4%	5.3%	x	-5.5%	1.8%	i
CC(=O)Nc1ccc(NC(=O)CN(c2ccccc2Cl)S(C)(=O)=O)cc1	-3.5%	1.8%	-0.1%	-9.9%	-13.0%	-4.9%	-1.2%	-17.0%
COc1ccc2nc(NC(=S)N(C)C)sc2c1	10.9%	x	-12.0%	-23.9%	-6.3%	-16.1%	-6.1%	-14.4%
Cc1cc(S(=O)(=O)N2CCC(NC(=O)C34CC5CC(CC(C5)C3)C4)CC2)ccc1-n1cnnn1	-5.3%	3.6%	-3.6%	3.5%	u	-0.7%	-0.3%	-11.5%
N#CC1=C(N)C(C#N)(C#N)[C@H](c2c(F)cccc2F)[C@H]2CC3(CC=C12)OCCO3	-6.7%	23.1%	0.2%	-25.7%	-9.9%	-11.4%	-2.4%	i
CC1=C(C(=O)OCC2CCCO2)C(c2ccc(O)cc2)NC(=O)N1 (stereo unspecified)	4.0%	5.2%	-4.7%	1.7%	u	3.8%	-2.9%	-4.2%
CC1=C(C(=O)Nc2cccnc2)C(c2ccc(C(C)C)cc2)n2ncnc2N1 (stereo unspecified)	0.8%	-2.0%	-7.8%	7.4%	-3.5%	-11.1%	-13.1%	-6.9%
Cc1cccc(C)c1NC(=O)C(c1ccc([N+](=O)[O-])cc1)N1CCCCC1 (stereo unspecified)	3.4%	9.0%	-2.0%	-1.4%	-4.3%	-1.2%	-6.7%	-2.0%
C#CCn1c(C)cc(C)c(S(=O)(=O)c2ccccc2)c1=O	5.1%	2.5%	-4.6%	7.6%	5.3%	10.9%	2.2%	5.1%
C=CCOC(=O)C1=C(C)Nc2ncnn2C1c1cc(Br)ccc1F (stereo unspecified)	-13.9%	-2.8%	1.5%	-12.9%	-9.9%	3.7%	-1.1%	-10.0%
O=C(O)CCC(=O)NN1C(=O)c2ccccc2NC1c1ccco1 (stereo unspecified)	4.9%	2.9%	-0.3%	1.9%	x	-1.1%	3.0%	-1.9%
